# DRD3 antagonist: qHTS of D3 Dopamine Receptor Antagonist: qHTS | D(3) dopamine receptor (Homo sapiens), P35462 | max response, negative = inhibition, % | hit rate 2.5% among 360,000 | D3R cells, DiscoveRx beta-arrestin luminescence, antagonist mode; hits give low values; in the data active means max response below about -50%; inconclusive means no clear call, values can overlap the other calls; further: on the % scale 0 is the no-effect control and ±100 the full control effect; mostly tested at two doses, the higher about 12 µM
#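 Cells expressing the human receptor were seeded at 1500 cells/well, incubated overnight at 37 degrees C in 5% CO2, then exposed to library compounds with dopamine controls for 90 minutes at 37 degrees C before luminescent detection.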
# TDP-43 yeast inh: qHTS of TDP-43 Inhibitors. TDP-43 expressing yeast growth rescue, BacTiter-Glo, 24 h. Potency, µM (titrated, usually from 46.1 µM), for the others: top-dose growth rescue (activation), hits mostly activators. hit rate 1.8% among 410,000; further: potency means the concentration at half of the fitted maximal effect; % of control where 0% means no effect; nearly all actives have a fitted effect of over 50% in size
#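 Growth rescue of TDP-43-toxic yeast measured as ATP luminescence (BacTiter-Glo). Cells grown to mid-log in raffinose, induced in galactose at OD600=0.02, exposed to compound 24 hr at 30 deg C.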
# HEK293 tox: qHTS of GLP-1 Receptor Inverse Agonists: Cytotox Screen; AID 624418, 2012; hit rate 0.13% among 410,000; HEK293 cAMP-luciferase reporter cells, luminescence, 24 h; Potency, µM (series often up to 38.3 µM), for the others: top-dose activity change, negative = inhibition, actives largely listed as inhibitors;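 further: loss of luciferase light is scored as toxicity; potency means the concentration at half of the fitted maximal effect; on the % scale 0 is the no-effect control and ±100 the full control effect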
#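 1536-well qHTS counterscreen of the MLSMR; 200 cells/uL, 12 h pre-incubation, 23 nL cpd, 24 h at 37 deg C 5% CO2, luciferase detection reagent, 12 min RT, luminescence. Inhibition = undesired.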
# aSyn yeast inh: qHTS of alpha-syn Inhibitors; Yeast expressing alpha-synuclein, growth rescue, BacTiter-Glo, 24 h; hit rate 0.14% among 370,000; Potency, µM (highest dose often 46.1 µM), inactives show at the top dose growth rescue (activation), actives largely listed as activators; AID 652106, 2013; further: potency means the concentration at half of the fitted maximal effect; % of control where 0% means no effect; nearly all actives have a fitted effect of over 65% in size
#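 Galactose-induced alpha-syn yeast (OD600=0.02, raffinose-pregrown) + pinned cpd, 24 hr, 30 deg C; growth by BacTiter-Glo luminescence. Growth restoration scores as activation.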
# GLP1R inv ag: qHTS of GLP-1 Receptor Inverse Agonists (Inhibition Mode); Glucagon-like peptide 1 receptor (Homo sapiens), P43220; HEK293 GLP-1R CRE-luciferase, luminescence, 24 h; GLP-1R form is constitutively active; Potency, µM (top dose mostly 38.3 µM), for the others: at the top dose activity change, negative = inhibition, most hits filed as inhibitors; hit rate 1.6% among 410,000; AID 624417, 2012; further: potency means the concentration at half of the fitted maximal effect; on the % scale 0 is the no-effect control and ±100 the full control effect; nearly all actives have a fitted effect of over 55% in size
# Target sequence (P43220 whole entry, looked up): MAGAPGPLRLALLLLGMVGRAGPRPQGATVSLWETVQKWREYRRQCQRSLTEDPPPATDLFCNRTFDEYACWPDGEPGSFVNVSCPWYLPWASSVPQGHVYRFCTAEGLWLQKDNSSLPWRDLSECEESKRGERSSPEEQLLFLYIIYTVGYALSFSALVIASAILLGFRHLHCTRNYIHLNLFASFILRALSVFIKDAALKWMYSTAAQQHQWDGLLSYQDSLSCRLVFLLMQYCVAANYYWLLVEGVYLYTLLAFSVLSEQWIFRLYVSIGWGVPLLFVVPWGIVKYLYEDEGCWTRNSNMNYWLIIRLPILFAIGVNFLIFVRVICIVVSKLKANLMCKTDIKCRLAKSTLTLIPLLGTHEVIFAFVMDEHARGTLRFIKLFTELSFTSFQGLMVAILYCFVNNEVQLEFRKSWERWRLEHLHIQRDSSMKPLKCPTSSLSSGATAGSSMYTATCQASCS
#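 HEK293 cells stably co-expressing a cAMP-responsive luciferase reporter and constitutively active GLP-1R were seeded, incubated 12 h, then exposed to compounds for 24 h at 37 C. Luminescence was read 12 min after detection reagent; inverse agonists lower signal.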
# PTHR1 ag: qHTS for PTHR1 Agonists: Primary Screen | Parathyroid hormone/parathyroid hormone-related peptide receptor (Homo sapiens), Q03431 | HEK293 GP2 PTHR1 cells, GloSensor cAMP luminescence, 1 h | Potency, µM (titrated, usually from 115 µM), for inactives: top-dose activation, most hits filed as activators | hit rate 0.075% among 410,000; further: potency means the concentration at half of the fitted maximal effect; nearly all actives have a fitted effect of over 55% in size; some results filed as inactive show a strong effect at the top dose; inactives centre near -15; many of its hits are not listed in these tables
# Target sequence (Q03431 whole entry, looked up): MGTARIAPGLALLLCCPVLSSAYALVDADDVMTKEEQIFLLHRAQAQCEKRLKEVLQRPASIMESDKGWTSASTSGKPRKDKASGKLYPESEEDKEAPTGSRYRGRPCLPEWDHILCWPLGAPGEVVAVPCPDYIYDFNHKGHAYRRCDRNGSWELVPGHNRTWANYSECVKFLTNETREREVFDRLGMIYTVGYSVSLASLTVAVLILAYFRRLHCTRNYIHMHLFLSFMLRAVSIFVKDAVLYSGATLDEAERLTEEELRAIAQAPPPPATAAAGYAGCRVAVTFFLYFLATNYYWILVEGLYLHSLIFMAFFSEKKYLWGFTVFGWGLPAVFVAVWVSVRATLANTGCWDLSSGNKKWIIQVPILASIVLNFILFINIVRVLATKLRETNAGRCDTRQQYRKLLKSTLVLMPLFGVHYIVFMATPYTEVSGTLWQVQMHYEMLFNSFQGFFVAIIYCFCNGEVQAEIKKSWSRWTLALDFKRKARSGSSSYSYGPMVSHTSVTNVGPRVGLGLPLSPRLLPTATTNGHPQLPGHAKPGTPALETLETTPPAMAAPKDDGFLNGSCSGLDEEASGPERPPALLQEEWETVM
#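 HEK-293-derived GP2 cells expressing PTHR1 and a GloSensor cAMP reporter, 3,000/well, plated overnight, given luciferin plus IBMX (each 0.5 mM as added) for 1 h at 37 °C, then compound for 1 h at 37 °C. Luminescence was read after 15 min at room temperature.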
# D3 ag: qHTS of D3 Dopamine Receptor Agonist: qHTS. hit rate 0.58% among 410,000. AID 652048, 2013. max activation, %. D3R DiscoveRx beta-arrestin cells, luminescence, 90 min. D(3) dopamine receptor (Homo sapiens), P35462; in the data active means max activation above about 30%; further: 0% is about no effect; mostly tested at two doses, the higher about 12 µM
#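 Agonist-mode cell screen: cells plated at 1500/well and incubated overnight at 37 °C, then exposed to library compounds for 90 min at 37 °C. Detection reagent was added for 30–60 min at room temperature, and luminescence was read.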
# KB-V1 cytotox: qHTS assay for MDR1-selective chemotherapeutics: Primary screen using the drug-selected MDR subline cells KB-V1; hit rate 3.4% among 400,000; Potency, µM (doses to about 46.1 µM), inactives show at the top dose activity change, negative = cytotoxicity, usual class: cytotoxic; KB-V1 MDR cells viability, CellTiter-Glo, 72 h; further: potency means the concentration at half of the fitted maximal effect; on the % scale 0 is the no-effect control and ±100 the full control effect; nearly all actives have a fitted effect of over 60% in size
#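 Cells of the MDR subline KB-V1 are plated, dosed with compound at multiple concentrations, and incubated 72 h at 37 degrees C; CellTiter-Glo is then added and luminescence read after 10 min.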
# GLP1R ag: qHTS of GLP-1 Receptor Agonists. Potency, µM (series often up to 45.6 µM), inactives show at the highest dose activation, usual class: activators. Glucagon-like peptide 1 receptor (Homo sapiens), P43220. HEK293 GLP-1R CRE-luciferase, luminescence, 4-6 h; cells express a hypersensitive GLP-1R form. hit rate 0.007% among 380,000; further: potency means the concentration at half of the fitted maximal effect; % of control where 0% means no effect
# Active calls of the source: *; i = inactive; ? = inconclusive; . = no result given; & = joins results of further samples; [ ] = another dose, or the depositor's remark. Unless noted, the call rests on the fitted dose curve; in most records, active means well fitted curve in the direction sought with a large enough effect; inconclusive means small, poorly fitted or top-dose-only effect, or another doubt; inactive means no such curve, though single readings can be large; an effect the other way counts as inactive or inconclusive.
canonical_smiles | DRD3 antagonist | TDP-43 yeast inh | HEK293 tox | aSyn yeast inh | GLP1R inv ag | PTHR1 ag | D3 ag | KB-V1 cytotox | GLP1R ag
Cc1ccc(-c2nnc(N3CCN(C(=O)COc4ccccc4)CC3)c3ccccc23)cc1 | 57.0 | ? | ? | 14.9% | -11.0% | -13.8%[57.5 µM] | 0.5 | 2.59µM* | -10.1%
COc1ccc(Cn2c(=O)[nH]c3cc(C(=O)N4CCN(c5ccccc5OC)CC4)ccc3c2=O)cc1 | 14.2 | 1.7% | -5.6% | 0.6% | ? | -0.3% | 23.6 | ? | 8.4%
CC1(C)NC(=O)NC2(C)NC(=O)NC(C)(C)C12 (stereo unspecified) | 19.9 | 8.1% | 5.7% | -0.5% | 10.5% | i | -5.7 | ? | -10.4%
Cn1nc(-c2ccc(Cl)cc2)c2cc(C(=O)NCc3ccco3)sc21 | -13.4 | 19.9% | -25.8% | 14.3% | -25.8% | i | -1.6 | -18.6% | 6.5%
CN(Cc1cnn(-c2ccc(F)cc2)c1)Cc1nc(Cc2ccccc2)no1 | 9.3 | 2.3% | -2.2% | 0.6% | ? | -25.3% | -11.4 | -12.1% | 1.4%
Cc1c(Cl)c([N+](=O)[O-])nn1CC(=O)NCC1CCCO1 (stereo unspecified) | 9.9 | 8.7% | -1.7% | 3.5% | -9.3% | i | 0.3 | -7.5% | -0.7%
Cc1oc2ncn(C)c(=O)c2c1C(=O)N(Cc1ccccc1)C(C)C | . | 15.0% | -2.1% | . | 12.9% | -20.4% | -6.6 | 5.0% | .
Cc1cc(=O)c(C(=O)O)nn1-c1ccccc1Cl | -12.0 | -20.6% | 5.2% | -4.3% | -4.5% | i | -6.1 | -0.5% | 0.3%
C/C(N)=C(/C#N)C(=O)CSc1nnc(Nc2cccc(C)c2)s1 | 0.0&-12.4 | -5.7%&-12.3% | ? | -1.8%&2.0% | ? | -13.9% | -7.7&-8.2 | -17.8%&-0.9% | ?
CC(=O)c1c(C)[nH]c(C(=O)Nc2cccc(C)c2C)c1C | -9.0 | 11.3% | 0.6% | -4.8% | 9.9% | -3.8% | -5.6 | -21.6% | 9.3%
NS(=O)(=O)c1ccc(CCNCC(=O)NC2CC2)cc1 | -6.4 | -8.9% | -0.8% | -10.4% | 4.9% | -4.0% | 8.8 | 20.4% | 1.1%
COC(=O)c1c(NC(=O)Cn2nc(C(F)F)cc2C(F)F)sc(C)c1C | 5.2 | -5.5% | 11.0% | ? | ? | i | 3.0 | -6.3% | 7.8%
O=CN1c2ccccc2CSc2ccccc21 | -4.7 | 16.1% | 7.0% | 6.3% | 4.8% | i | -9.7 | 2.0% | -4.4%
COC(=O)N1C(=O)[C@@](c2ccc(OC)cc2)(C(C)C)N1C(=O)OC | ? | 15.0% | -11.9% | 8.0% | -4.8% | -56.9%[inhibitor] | -19.2 | -15.2% | -2.2%
C=CCN1C(=O)C(C)(C)N(C(=O)c2cccc([N+](=O)[O-])c2)c2ccccc21 | 10.5 | ? | 0.5% | 0.3% | ? | -40.6%[inhibitor] | 3.3 | ? | 2.0%
COC(=O)Nc1ccc(S(=O)(=O)Nc2cc(OC)nc(OC)n2)cc1 | -14.2 | -3.4% | 5.9% | -4.8% | 39.5% | i | 2.2 | 2.9% | -24.0%
CCO[C@H]1OC(C(=O)NCc2ccccc2)=C[C@@H](C(C)(C)C)[C@@H]1CCCO | 0.6 | 7.1% | 9.3% | -7.3% | ? | -5.5% | 20.0 | -6.3% | -2.3%
COc1ccc(CCC(=O)Nc2ncc(C)s2)cc1OC | -12.5 | 3.5% | -4.3% | -3.3% | -25.0% | -11.7% | -3.0 | 22.0% | -3.7%
CC(C)OCCCNC(=O)c1ccc2c(c1)N(Cc1c(F)cccc1Cl)C(=O)c1ccccc1S2 | . | 12.1% | -3.2% | . | ? | -10.9% | -4.6 | -19.7% | -5.4%
CCc1c(C(=O)N2CCCN(C)CC2)csc1C | -13.7 | 8.7% | 3.0% | -0.7% | -16.2% | ? | -16.0 | 12.3% | -2.2%
CSCC[C@H](NC(=O)Cc1c(C)c2c(cc(C)c3c(C)c(C)oc32)oc1=O)C(=O)O | 18.6 | 12.4% | -4.8% | -0.1% | 3.4% | i | -2.2 | 11.4% | -7.4%
CCC1N=C(SC)NC(C)=C1C(=O)c1ccccc1 (stereo unspecified) | -4.0 | -15.1% | 6.9% | -2.4% | 13.5% | i | -5.3 | -4.5% | -0.3%
CCOC(=O)c1ccccc1NC1c2ccccc2C(=O)N1C1CCN(C(=O)OCC)CC1 (stereo unspecified) | 24.4 | 19.9% | -7.4% | -0.6% | ? | -30.6%[inhibitor] | 0.5 | 1.0% | 13.6%
Cc1nc(NC(=O)CCc2ccccc2)ccc1Br | 0.0 | -24.2% | -11.6% | -10.1% | ? | -30.5%[inhibitor] | 2.0 | -27.0% | 2.3%
Cc1ccc(OCC(=O)N/N=C/c2cccn2C)cc1C | -0.5 | 0.6% | 5.3% | -4.2% | 3.6% | -64.0%[inhibitor] | -0.7 | 13.6% | -1.9%
COc1ccc(CN2CC(C(=O)NCc3cccc(OC)c3)CC2=O)cc1 (stereo unspecified) | 28.2 | 2.3% | 6.9% | 1.6% | 1.8% | -4.7%[57.5 µM] | 5.2 | 2.6% | -0.1%
CC1(C)COC(c2cccn2Cc2ccccc2Cl)=N1 | -14.2 | 15.1% | 22.5% | -2.7% | -13.7% | 19.3% | 3.5 | 25.4% | 1.1%
CC(=O)c1ccc(NC(=S)NCC(c2ccco2)N2CCCC2)cc1 (stereo unspecified) | -23.3 | -8.2% | 23.0% | -4.6% | -1.7% | 2.3% | -1.1 | 0.0% | -1.7%
Cc1ccc(S(=O)(=O)NCCCOC(=O)Nc2ccncc2)cc1 | -9.2 | -14.9% | -7.4% | 1.6% | ? | -6.3%[57.5 µM] | 4.9 | -7.0% | -10.7%
O=C1C(CSCc2ccccc2)NC(=S)N1c1ccccc1 (stereo unspecified) | 61.4 | 22.4% | 7.0% | -4.5% | 15.4% | i | -10.1 | -20.7% | -7.8%
Cc1ccc(CSCC(=O)NCCc2ccccc2)cc1 | 16.0 | 27.4% | 9.4% | 13.7% | -24.1% | i | 4.0 | -25.1% | 6.9%
CCn1nc(C(=O)NNS(=O)(=O)c2ccc(C)cc2)c2ccccc2c1=O | 1.2 | -7.3% | -3.6% | 7.2% | 3.0% | i | -5.4 | 1.2% | 4.9%
CCn1c(CC(=O)Nc2ccccc2)nnc1SCC(=O)Nc1nnc(C)s1 | 1.4 | 0.0% | 0.3% | 1.2% | 39.5%[activator] | i | -12.7 | 1.1% | 4.8%
Cc1cccc(N(Cc2cc3ccc(C)cc3[nH]c2=O)S(=O)(=O)c2ccccc2)c1 | -4.1 | 8.6% | -23.7% | 3.7% | ? | -6.0% | 6.7 | -4.5% | 9.1%
O=C(CNc1ccccc1)Nc1cccc2ccccc12 | 8.4 | ? | 4.9% | 7.9% | ? | -18.7% | 5.8 | 0.0% | 12.3%
CC(C)Nc1ccc(C(CC(N)=O)NC(=O)Cc2cccc3ccccc23)cc1[N+](=O)[O-] (stereo unspecified) | ? | 6.7% | 1.0% | -2.2% | 13.8% | i | -13.5 | -5.6% | -3.8%
Cc1cccc(NC(=S)Nn2cnnc2)c1C | -22.8 | 8.1% | 8.5% | -7.7% | 10.2% | -22.5% | -1.4 | -2.2% | 2.3%
CCCOc1ccc(/C(O)=C2/C(=O)C(=O)N(CCN(C)C)C2c2ccco2)cc1 (stereo unspecified) | 42.2 | 0.1% | -15.2% | 4.4% | 2.3% | i | 0.6 | 0.0% | -8.5%
CC(=O)Nc1ccc(NC(=O)C(C)OC(=O)CCC2CCCCC2)cc1 (stereo unspecified) | -10.5 | 11.8% | -6.9% | -0.6% | 3.5% | -1.9% | -3.7 | . | 1.8%
CC(CCc1ccccc1)NC(=O)c1cccs1 (stereo unspecified) | -20.4 | -2.8% | 12.7% | -2.2% | -20.7% | i | -1.6 | 12.8% | -2.7%
Cc1cccc(CN2CCCC(C(=O)Nc3ccc(-c4cscn4)cc3)C2)c1 (stereo unspecified) | -10.3 | 1.5% | ? | -5.1% | ? | i | -40.8 | ? | 6.9%
O=S(=O)(c1ccc(F)cc1)N1CCN(Cc2ccccc2C(F)(F)F)CC1 | 0.0 | 0.0% | -4.5% | 1.9% | ? | -1.5%[57.5 µM] | -5.0 | 0.0% | 6.2%
Cc1noc(C)c1COC(=O)C1(c2cccc(F)c2)CCCC1 | 16.7 | 19.1% | -0.5% | 4.4% | ? | -6.7%[57.5 µM] | -0.8 | -10.3% | 2.0%
CNc1nc(N(C)C)nc(N(C)C)n1 | -11.1 | 6.7% | 0.1% | 0.7% | 5.8% | -5.5% | -9.4 | 0.0% | -3.3%
O=C(Cn1ncc2c(=O)oc3ccccc3c21)NC1CC1 | -13.5 | -8.2% | 61.7%[activator] | -2.6% | 15.4% | i | -8.6 | -14.4% | 0.2%
CN(C(=O)c1cc(S(=O)(=O)N2CCOCC2)cs1)c1ccccc1 | 11.6 | 9.2% | 3.5% | -2.6% | 3.8% | i | 3.7 | 12.8% | -0.8%
CC(C)CC(=O)Nc1ncnc2c1C(=O)CC(C)(C)C2 | 1.2 | -11.1% | -13.0% | -5.1% | 6.5% | -9.1%[57.5 µM] | -5.8 | 2.1% | -1.3%

# Source: PubChem (National Center for Advancing Translational Sciences (NCATS))

# Some of the compounds tested. The share of hits here may be higher or lower than overall.
